Source: PubChem (Broad Institute)
RAD52 inh = blocks human RAD52 DNA annealing; AID 651710; recombinant RAD52 DNA annealing, FRET fluorescence; inhibition, % at 18.7 µM; hit rate 0.46% among 360,000;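 active = every replicate showing at least 50% inhibition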
E-selectin induc = induces E-selectin expression in human endothelial cells. P16581. HUVEC E-selectin immunofluorescence imaging; normalized: neutral wells 0, TNF-alpha wells 100. activation, % at 7.58 µM. hit rate 0.37% among 260,000. AID 686992;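 active = mean E-selectin-positive cell signal at least 10% of the positive control, reached in at least 60% of replicates, without over 20% cell loss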;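 also: in these data hits start at about 27%; measured in HUVEC primary endothelial cells; signal is the percent of cells scored E-selectin positive by PE staining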
Target sequence (P16581 whole entry, looked up): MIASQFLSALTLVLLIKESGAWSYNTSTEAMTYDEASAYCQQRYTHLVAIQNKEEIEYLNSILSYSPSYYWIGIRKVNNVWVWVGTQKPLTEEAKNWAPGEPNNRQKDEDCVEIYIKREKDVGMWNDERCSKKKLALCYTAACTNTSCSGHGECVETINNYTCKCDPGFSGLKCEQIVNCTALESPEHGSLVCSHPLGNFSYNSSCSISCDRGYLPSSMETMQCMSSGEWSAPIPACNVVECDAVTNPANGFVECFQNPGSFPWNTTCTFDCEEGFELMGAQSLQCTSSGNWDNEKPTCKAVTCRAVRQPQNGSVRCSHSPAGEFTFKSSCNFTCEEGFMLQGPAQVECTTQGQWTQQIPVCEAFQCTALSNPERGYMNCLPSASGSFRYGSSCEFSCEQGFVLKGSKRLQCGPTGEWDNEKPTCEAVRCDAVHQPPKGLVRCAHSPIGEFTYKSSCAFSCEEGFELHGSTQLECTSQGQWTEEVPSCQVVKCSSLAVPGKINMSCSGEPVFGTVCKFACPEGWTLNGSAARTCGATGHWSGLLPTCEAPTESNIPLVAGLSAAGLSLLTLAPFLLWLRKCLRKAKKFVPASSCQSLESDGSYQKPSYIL
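System: HUVEC / Compound: single concentration / Signal: immunofluorescence imaging / Read-out: percent E-selectin-positive cells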
esBAF inh = blocks esBAF chromatin remodeling in mouse ES cells; Bmi1-luciferase knock-in reporter, 24 h; 100% = twice the neutral-well signal; reporter increase, % at 12.5 µM; hit rate 2% among 350,000; AID 602393; in the data active = activation above about 40%;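 also: 0% = median of the plate's neutral control wells and 100% = double that signal; a rise in the Bmi1 reporter signal indicates esBAF inhibition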
ERp5 inh = blocks human ERp5 reductase activity on insulin | hit rate 0.05% among 350,000 | inhibition, % at 9.99 µM | Q15084 | ERp5 insulin aggregation, absorbance 650 nm, 90 min;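 active = mean replicate inhibition above about 25%, with every replicate also reaching it, limit read from the data, passing the limit was not always enough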
Target sequence (Q15084 whole entry, looked up): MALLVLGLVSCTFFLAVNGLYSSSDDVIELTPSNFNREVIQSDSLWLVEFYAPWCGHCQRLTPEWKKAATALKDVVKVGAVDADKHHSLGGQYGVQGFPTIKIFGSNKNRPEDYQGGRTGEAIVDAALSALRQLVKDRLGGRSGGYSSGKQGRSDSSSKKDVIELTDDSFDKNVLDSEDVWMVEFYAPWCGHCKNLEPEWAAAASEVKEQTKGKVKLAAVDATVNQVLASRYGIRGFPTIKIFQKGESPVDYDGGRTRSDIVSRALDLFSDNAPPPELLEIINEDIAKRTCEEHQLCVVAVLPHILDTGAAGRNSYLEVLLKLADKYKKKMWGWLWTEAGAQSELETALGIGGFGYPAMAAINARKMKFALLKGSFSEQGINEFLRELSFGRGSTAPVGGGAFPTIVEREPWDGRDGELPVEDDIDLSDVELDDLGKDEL
* marks the source's active call; other numbers are inactive results; . = no result given. These rows are one share of the data; count on the stated rates, not on these rows.

Molecule,ERp5 inh,esBAF inh,RAD52 inh,E-selectin induc
CO[C@H]1CN(C)C(=O)c2cc(NC(=O)Nc3ccccc3)ccc2OC[C@@H](C)NC[C@H]1C,.,1,.,0.2
CNC[C@H]1OCc2cnnn2CCCC(=O)N([C@@H](C)CO)C[C@H]1C,.,-7,.,-0.3
CO[C@@H]1CN(C)C(=O)c2ccc(NC(=O)NC(C)C)cc2OC[C@@H](C)N(Cc2cncnc2)C[C@H]1C,.,-1,.,0.0
C[C@@H]1CN([C@@H](C)CO)C(=O)CCCn2cc(nn2)CO[C@@H]1CN(C)S(=O)(=O)c1ccc(Cl)cc1,.,-1,.,-0.1
C[C@H]1CN([C@@H](C)CO)S(=O)(=O)c2ccc(-c3ccccc3)cc2O[C@@H]1CN(C)C(=O)c1ccccc1F,.,11,.,-0.2
COc1ccc(S(=O)(=O)Nc2ccc3c(c2)C(=O)N([C@@H](C)CO)C[C@@H](C)[C@@H](CN(C)C(=O)NC(C)C)O3)cc1,.,-12,.,16
C[C@H](CO)N1C[C@H](C)[C@@H](CN(C)S(C)(=O)=O)OCCCC[C@H](C)Oc2ccc(NC(=O)c3ccccc3)cc2C1=O,.,-3,.,-0.1
CC=Cc1ccc2n(c1=O)C[C@@H]1[C@@H](CO)[C@H](C(=O)NCC)N(Cc3ccccc3Cl)[C@H]21 (mixture of isomers),.,-1,.,-0.2
Cc1noc(C)c1S(=O)(=O)N(C)C[C@H]1Oc2c(NC(=O)C3CCOCC3)cccc2C(=O)N([C@H](C)CO)C[C@H]1C,.,-3,.,0.2
CO[C@H]1CN(C)C(=O)c2ccc(NC(C)=O)cc2OC[C@H](C)N(Cc2cccnc2)C[C@@H]1C,.,6,.,0.9
CCC(=O)N1[C@H](C(=O)N(C)C)[C@@H](CO)[C@@H]2Cn3c(ccc(-c4ccccc4)c3=O)[C@@H]21,.,-2,.,-0.3
CO[C@H](C(=O)N(C)C[C@@H]1OCc2ccccc2-c2c(n(C)c3ccccc23)C(=O)N([C@H](C)CO)C[C@H]1C)c1ccccc1,.,7,.,3.2
C[C@H](CO)N1C[C@H](C)[C@H](CN(C)C(=O)Nc2ccc3c(c2)OCO3)Oc2ccc(NS(=O)(=O)c3ccccc3)cc2CC1=O,.,0,.,0.9
C[C@@H]1CN([C@H](C)CO)C(=O)c2cc(C3=CCCC3)cnc2O[C@@H]1CN(C)C(=O)c1ccccn1,.,4,.,-0.6
CO[C@H]1CN(C)C(=O)c2cc(NC(C)=O)ccc2OC[C@H](C)NC[C@H]1C,.,-4,.,-0.1
CCCNC(=O)Nc1ccc2c(c1)C(=O)N(C)C[C@H](OC)[C@H](C)CN(Cc1ccccc1)[C@H](C)CO2,.,0,.,0.0
CNC[C@H]1Oc2ccc(NS(=O)(=O)c3ccc(OC)cc3)cc2CC(=O)N([C@H](C)CO)C[C@H]1C,.,-2,.,-4.6
C[C@@H]1CN([C@@H](C)CO)C(=O)c2cc(N(C)C)ccc2O[C@@H](C)CCCCO[C@@H]1CN(C)Cc1ccc(C(=O)O)cc1,.,-6,.,0.1
Cc1ccc(OC(=O)N(C)C[C@@H]2OCc3cn(nn3)CCCC(=O)N([C@@H](C)CO)C[C@@H]2C)cc1,.,3,.,0.0
C[C@H](CO)N1C[C@H](C)[C@@H](CN(C)S(=O)(=O)c2cccs2)Oc2ccc(NS(=O)(=O)c3cccs3)cc2CC1=O,.,-8,.,0.5
COc1ccc(S(=O)(=O)Nc2cccc3c2O[C@H](CN(C)CC2CCCCC2)[C@H](C)CN([C@H](C)CO)C3=O)cc1,.,-3,.,-0.1
C[C@@H]1CN([C@@H](C)CO)C(=O)c2cccc(NC(=O)Nc3ccc(F)cc3)c2O[C@H]1CN(C)S(=O)(=O)c1cn(C)cn1,.,0,.,22
C[C@H]1CN([C@@H](C)CO)C(=O)c2cc(NS(=O)(=O)c3ccccc3)ccc2O[C@@H]1CN(C)S(=O)(=O)c1ccc(F)cc1,.,-4,.,-0.2
COc1ccc(CN(C)C[C@H]2OCCCC[C@H](C)Oc3ccc(NC(=O)NC(C)C)cc3C(=O)N([C@@H](C)CO)C[C@H]2C)cc1,.,-1,.,0.5
C[C@@H]1CCCCO[C@H](CN(C)C(=O)CCC(F)(F)F)[C@H](C)CN([C@@H](C)CO)C(=O)c2cc(NS(C)(=O)=O)ccc2O1,.,8,.,0.0
O=C(C[C@H]1C[C@H]2c3cc(NC(=O)Nc4ccccc4)ccc3O[C@H]2[C@@H](CO)O1)NCc1cccnc1,.,5,.,-0.1
C[C@@H]1CN([C@@H](C)CO)C(=O)c2cc(C#CC(C)(C)O)cnc2O[C@H]1CN(C)Cc1cccc(F)c1,.,2,.,-0.4
CNC[C@@H]1Oc2ccc(NS(C)(=O)=O)cc2C(=O)N([C@@H](C)CO)C[C@@H]1C,.,2,.,33*
O=C(CCCN1C(=O)c2cccc3cccc(c23)C1=O)N1CCN(c2ccccc2O)CC1,.,9,.,1.3
C[C@H]1CN([C@@H](C)CO)C(=O)c2cc(/C=C/c3ccccc3)cnc2O[C@H]1CN(C)C(=O)CN1CCOCC1,.,3,.,-0.2

2 compounds picked at random from the list so far:
Molecule,ERp5 inh,esBAF inh,RAD52 inh,E-selectin induc
CNC[C@@H]1Oc2ccc(NS(C)(=O)=O)cc2C(=O)N([C@@H](C)CO)C[C@@H]1C,.,2,.,33*
C[C@H](CO)N1C[C@H](C)[C@H](CN(C)C(=O)Nc2ccc3c(c2)OCO3)Oc2ccc(NS(=O)(=O)c3ccccc3)cc2CC1=O,.,0,.,0.9

(next part)
Molecule,ERp5 inh,esBAF inh,RAD52 inh,E-selectin induc
C[C@@H]1CCCCO[C@@H](CN(C)C(=O)Nc2ccccc2)[C@@H](C)CN([C@@H](C)CO)C(=O)c2cc(N(C)C)ccc2O1,.,-3,.,-0.2
COc1ccccc1CN(C)C[C@@H]1OCc2cn(nn2)CCCC(=O)N([C@@H](C)CO)C[C@H]1C,.,-2,.,0.2
Cc1ccc(S(=O)(=O)N(C)C[C@@H]2OCCCC[C@@H](C)Oc3ccc(N(C)C)cc3C(=O)N([C@@H](C)CO)C[C@H]2C)cc1,.,2,.,-0.1
C[C@H]1CN([C@@H](C)CO)C(=O)Cc2cc(NS(=O)(=O)c3cn(C)cn3)ccc2O[C@@H]1CN(C)Cc1ccc(C(F)(F)F)cc1,.,0,.,-14
COc1cccc(CNC(=O)C[C@H]2C=C[C@H](NC(=O)C3CCC3)[C@@H](CO)O2)c1,.,-1,.,-0.2
COc1ccc(CNC(=O)C[C@@H]2CC[C@@H]3[C@H](COc4ccc(NC(=O)C(C)C)cc4C(=O)N3C)O2)cc1,.,2,.,0.1
COc1ccc(NC(=O)N(C)C[C@H]2Oc3ccc(NS(=O)(=O)c4ccc(C)cc4)cc3CC(=O)N([C@@H](C)CO)C[C@H]2C)cc1,.,2,.,0.2
CN1C(=O)c2cc(NC(=O)c3ccno3)ccc2OC[C@H]2O[C@@H](CC(=O)NCC(F)(F)F)CC[C@@H]21,.,1,.,0.1
COc1ccc(C#Cc2ccc3c(c2)O[C@@H](CN(C)C(=O)CN2CCOCC2)[C@H](C)CN([C@H](C)CO)S3(=O)=O)cc1,.,4,.,0.1
CCCC#Cc1cnc2c(c1)C(=O)N([C@H](C)CO)C[C@@H](C)[C@H](CN(C)C(=O)CCN1CCCCC1)O2,.,-4,.,0.4
CCCN(C)C[C@H]1OCCCC[C@H](C)Oc2ccc(NC(=O)Nc3ccc(F)cc3)cc2C(=O)N([C@@H](C)CO)C[C@H]1C,.,-1,.,0.0
C[C@@H]1CN([C@@H](C)CO)C(=O)c2cc(NS(C)(=O)=O)ccc2O[C@H]1CN(C)S(=O)(=O)c1ccc(Cl)cc1,.,1,.,1.8
CC(=O)N1[C@@H]2c3ccc(-c4ccccc4)c(=O)n3C[C@@H]2[C@@H](CO)[C@@H]1C(=O)NCc1ccccc1F,.,2,.,-0.2
COc1ccc(S(=O)(=O)N(C)C[C@@H]2Oc3ccc(NS(=O)(=O)c4cn(C)cn4)cc3C(=O)N([C@H](C)CO)C[C@H]2C)cc1,.,1,.,-0.2
CNC[C@@H]1OCc2cn(nn2)CCCC(=O)N([C@@H](C)CO)C[C@@H]1C,.,0,.,-0.2
C[C@@H]1CN([C@H](C)CO)C(=O)c2ccccc2-c2ccccc2CO[C@@H]1CN(C)S(=O)(=O)c1ccccc1F,.,-3,.,-0.4
CCCNC(=O)N1[C@H](CO)[C@H]2c3ccccc3N(C(=O)Nc3ccccc3)C[C@H]21,.,-1,.,-0.1
CC(C)NC(=O)N(C)C[C@H]1Oc2ccc(NC(=O)Cn3cnnn3)cc2C(=O)N([C@@H](C)CO)C[C@H]1C,.,-5,.,-13
C[C@H]1CN([C@@H](C)CO)C(=O)CCCn2cc(nn2)CO[C@@H]1CN(C)Cc1ccc2cccnc2c1,.,-2,.,1.7
Cc1noc(C)c1NC(=O)N(C)C[C@@H]1Oc2c(NC(=O)Nc3ccccc3)cccc2C(=O)N([C@@H](C)CO)C[C@H]1C,.,-4,.,-0.2
C[C@@H]1CN([C@H](C)CO)C(=O)c2cc(C#CC(C)(C)O)cnc2O[C@H]1CN(C)C(=O)C1CCCCC1,.,0,.,-0.1
C[C@H](CO)N1C[C@H](C)[C@H](CN(C)Cc2ccncc2)Oc2cc(-c3ccncc3)ccc2S1(=O)=O,.,1,.,-0.1
C[C@H]1CN([C@@H](C)CO)C(=O)c2cc(-c3ccncc3)cnc2O[C@@H]1CN(C)C(=O)NC1CCCC1,.,5,.,0.4
CO[C@@H]1CN(C)C(=O)c2ccc(NC(=O)C3CCCCC3)cc2OC[C@@H](C)N(Cc2cccnc2)C[C@@H]1C,.,3,.,0.0
O=C(C[C@@H]1CC[C@H](NC(=O)Cc2ccccn2)[C@@H](CO)O1)NCCc1ccncc1,.,-5,.,-0.2
C[C@@H]1CN([C@@H](C)CO)C(=O)CCCn2cc(nn2)CO[C@@H]1CN(C)C(=O)Oc1ccccc1,.,2,.,0.1
C[C@@H]1CN([C@H](C)CO)C(=O)Cc2cc(NS(=O)(=O)c3ccc(Cl)cc3)ccc2O[C@H]1CN(C)Cc1ccc(-c2ccccc2)cc1,.,1,.,0.1
C[C@H]1CN([C@@H](C)CO)C(=O)Cc2cc(NS(=O)(=O)c3cccs3)ccc2O[C@H]1CN(C)S(=O)(=O)c1cccs1,.,1,.,0.2
C[C@@H]1CN([C@@H](C)CO)C(=O)c2cc(NC(=O)C3CCCCC3)ccc2O[C@@H](C)CCCCO[C@H]1CN(C)S(C)(=O)=O,.,-2,.,0.2
O=C(CN1CCOCC1)N[C@H]1CC[C@H](CCn2cc(C3CCCCC3)nn2)O[C@@H]1CO,.,2,.,0.0
C[C@H](CO)N1C[C@H](C)[C@H](CN(C)C(=O)C2CC2)Oc2cc(-c3cncnc3)ccc2S1(=O)=O,.,-9,.,1.1
C[C@H]1CCCCO[C@H](CN(C)S(C)(=O)=O)[C@@H](C)CN([C@@H](C)CO)C(=O)c2cc(N(C)C)ccc2O1,.,-3,.,-0.4
COc1ccc(S(=O)(=O)Nc2cccc3c2O[C@@H](CN(C)Cc2ccc(C(=O)O)cc2)[C@@H](C)CN([C@@H](C)CO)C3=O)cc1,.,-1,.,-19
C[C@@H]1CN([C@H](C)CO)S(=O)(=O)c2ccc(C#C[C@@H](C)O)cc2O[C@H]1CN(C)CC1CC1,.,2,.,0.2
CO[C@@H]1CN(C)C(=O)c2ccc(NC(=O)C3CCCCC3)cc2OC[C@H](C)N(Cc2cccnc2)C[C@@H]1C,.,7,.,-0.2
COc1ccc(S(=O)(=O)N(C)C[C@H]2Oc3c(NC(=O)Nc4c(C)noc4C)cccc3C(=O)N([C@H](C)CO)C[C@H]2C)cc1,.,2,.,0.1
CCCNC(=O)Nc1ccc2c(c1)C(=O)N(C)C[C@H](OC)[C@@H](C)CN(Cc1ccncc1)[C@H](C)CO2,.,-4,.,-0.3
CN(N)c1nc2ccccc2nc1C(F)(F)F,-2,.,-10,.
CCCCOC(=O)Nc1nc2ccc([N+](=O)[O-])cc2s1,3,.,-16,.
CN(C)/C=N/c1[nH]ncc1C#N,-1,.,1,.
COc1ccc(CC(NC(C)=O)C(=O)NC2CCN(S(=O)(=O)c3ccc(NC(C)=O)cc3)CC2)cc1OC (centres undefined),2,.,-5,.
CN(C)CC(=O)N[C@@H]1C[C@@H]2O[C@H](CO)CC[C@@H]2O[C@@H]1CCc1ccc(C2=CCCCC2)cc1,-5,.,25,.
O=C(N/N=C/c1ccc(N2CCOCC2)cc1)c1ccccc1OCCOc1ccccc1,-10,.,-147,.
